procasp3 activ: activators of human procaspase-3 D3A mutant, primary screen, biochemical, absorbance, PC-3 D3A mutant, single concentration; recombinant procaspase-3 D3A, Ac-DEVD-pNA absorbance 405 nm; activation, % at 8.5 µM; 330,000 tested, 0.11% active; AID 463141, 2010;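 active means activation above the mean of all tested compounds plus 3 SD, cut at about 21% in these data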;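 further: 0% = DMSO alone and 100% = DMSO wells spiked with extra 5 µM PC-3 D3A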
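Test system: Procaspase-3 D3A mutant, all three cleavage aspartates alanine | Dosing: Single dose, 8.5 µM nominal compound, 0.8% DMSO | Schedule: 1 h preincubation, 2 h reaction | Technique: 405 nm absorbance of p-nitroaniline, reads at 0 and 120 min | Repeats: One well per compound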
MEP2-GFP yeast: modulators of MEP2-GFP levels in yeast, primary screen, S. cerevisiae, multiplex flow cytometry, MLPCN library. S. cerevisiae MEP2-GFP strain, 3 h; 100% = DMSO control level. GFP response vs DMSO, % at 10 µM. 330,000 tested, 0.51% active;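 active means GFP response versus DMSO above a set limit, roughly screen mean plus 3 SD, cut at about 180% in these data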;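 further: median GFP fluorescence of the barcode-gated MEP2-GFP cells per well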
ZTA DNA inh: counter-screen for EBNA-1 inhibitors: inhibitors of Epstein-Barr virus ZTA. 320,000 tested, 0.15% active. P03206. AID 2234. ZTA-DNA binding, fluorescence polarization. inhibition, % at 11 µM; in the data active means inhibition above about 33%
LAP4-GFP MLPCN: modulators of LAP4-GFP expression in yeast, primary screen, S. cerevisiae, multiplex flow cytometry, MLPCN library; 320,000 tested, 0.34% active; GFP response vs DMSO, % at 10 µM; 3 h; median GFP as percent of DMSO wells;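 active means GFP response vs DMSO above a set limit, about the screen mean plus 3 SD, cut at about 150% in these data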
RPL19A-GFP yeast: RPL19A-GFP expression modulators in yeast, primary screen, cell-based, S. cerevisiae, multiplex flow cytometry, MLPCN. AID 2025, 2009. percent response vs DMSO, % at 10 µM. 330,000 tested, 0.3% active. S. cerevisiae RPL19A-GFP strain, 3 h; stronger effect = lower value;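 active means percent response vs DMSO below 50%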;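 further: median channel GFP fluorescence of the barcoded RPL19A-GFP strain; ratio of sample median GFP to plate DMSO average so 100% = DMSO; lower means less RPL19A-GFP as with rapamycin TOR inhibition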
proCasp7 act: procaspase-7 activators, primary screen, counter-screen for procaspase-3 activator project, biochemical, absorbance, HTS, human; Caspase-7 (Homo sapiens), P55210; recombinant procaspase-7, Ac-DEVD-pNA absorbance 405 nm; D23A/D198A/D206A triple mutant, cannot self-cleave; scale: DMSO 0, 5 µM enzyme 100; activation, % at 8.5 µM; 330,000 tested, 0.093% active; AID 463210, 2010;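 active means percent activation above the screen-wide mean plus 3 SD, cut at about 25% in these data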
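Detection: p-Nitroaniline absorbance at 405 nm, read at 0 and 120 min; system: Uncleavable procaspase-7 mutant enzyme; evaluation: % activation from two-timepoint absorbance difference, scaled to controls; times: 1 h enzyme–compound preincubation and 2 h substrate reaction, both 25 °C; buffer or medium: Zinc-free HEPES pH 7.4 with 300 mM NaCl, 0.01% Triton X-100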
EBNA-1 inh: EBNA-1 DNA-binding inhibitors, primary screen, biochemical, fluorescence polarization. inhibition, % at 14.8 µM. 300,000 tested, 0.34% active; in the data active means inhibition above about 28%
AHR activator: AHR activators, primary screen, cell-based, luminescence, luciferase reporter, human; Aryl hydrocarbon receptor (Homo sapiens), P35869; AHR-responsive luciferase reporter cells; activation, % at 5 µM; 320,000 tested, 2.5% active; AID 2796, 2010; in the data active means activation above about 47%;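 further: 0% = vehicle wells and 100% = reference agonist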
Target sequence (P35869 whole entry, looked up): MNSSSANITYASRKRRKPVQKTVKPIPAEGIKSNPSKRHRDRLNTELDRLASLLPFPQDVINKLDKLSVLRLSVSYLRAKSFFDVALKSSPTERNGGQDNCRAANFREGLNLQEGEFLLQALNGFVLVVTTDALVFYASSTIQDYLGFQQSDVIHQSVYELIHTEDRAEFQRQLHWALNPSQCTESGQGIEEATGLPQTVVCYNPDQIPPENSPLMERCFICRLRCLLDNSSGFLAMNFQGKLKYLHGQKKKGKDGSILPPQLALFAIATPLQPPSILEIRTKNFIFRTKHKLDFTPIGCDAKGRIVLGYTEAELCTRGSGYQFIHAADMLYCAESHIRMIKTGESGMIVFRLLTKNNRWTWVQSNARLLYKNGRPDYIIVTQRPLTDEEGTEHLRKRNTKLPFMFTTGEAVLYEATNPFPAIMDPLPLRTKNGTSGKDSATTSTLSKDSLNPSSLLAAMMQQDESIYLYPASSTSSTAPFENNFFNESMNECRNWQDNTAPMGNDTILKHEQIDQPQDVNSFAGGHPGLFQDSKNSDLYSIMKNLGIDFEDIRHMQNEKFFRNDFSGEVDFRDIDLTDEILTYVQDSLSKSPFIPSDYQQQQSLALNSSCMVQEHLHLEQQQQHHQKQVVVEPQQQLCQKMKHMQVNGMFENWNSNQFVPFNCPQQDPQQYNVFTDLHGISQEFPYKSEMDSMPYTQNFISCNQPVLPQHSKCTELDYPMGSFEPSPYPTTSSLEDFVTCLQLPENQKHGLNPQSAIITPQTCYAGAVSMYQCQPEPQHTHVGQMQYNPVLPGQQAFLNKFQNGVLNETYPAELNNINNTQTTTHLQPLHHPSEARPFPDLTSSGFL
Starred values were filed as active, the others as inactive; . = no result given; [ ] = remark or other dose. Compounds as they come, and some 3.8% of all compounds hit somewhere here.

The opening 5 compounds, ahead of the listing:
SMILES | procasp3 activ | MEP2-GFP yeast | ZTA DNA inh | LAP4-GFP MLPCN | RPL19A-GFP yeast | proCasp7 act | EBNA-1 inh | AHR activator
C=CCNc1ccc(N2C(=O)C3CCC(C)CC3C2=O)cc1[N+](=O)[O-] (stereo not given) | -8 | 108 | 2 | 110 | 112 | -8 | -14 | 7
Cn1c(=O)[nH]c(=O)c2c1nc(CN1CCN(c3ccc(F)cc3)CC1)n2CCCc1ccccc1 | -4 | 105 | -10 | 99 | 106 | -4 | -4 | 0
NC(=O)CSc1nnnn1-c1ccc2c(c1)OCCO2 | 6 | 106 | 12 | 103 | 101 | -6 | 2 | 1
COc1ccc2sc(N(CCCN(C)C)C(=O)c3ccc(S(=O)(=O)N4CCCc5ccccc54)cc3)nc2c1 | -8 | 110 | -17 | 91 | 105 | -9 | -16 | -5
O=C(Nc1ccc(Br)cc1)c1cnccn1 | 12 | 98 | 4 | 88 | 107 | 4 | -5 | 37

This part in full, from the first entry:
SMILES | procasp3 activ | MEP2-GFP yeast | ZTA DNA inh | LAP4-GFP MLPCN | RPL19A-GFP yeast | proCasp7 act | EBNA-1 inh | AHR activator
C=CCNc1ccc(N2C(=O)C3CCC(C)CC3C2=O)cc1[N+](=O)[O-] (stereo not given) | -8 | 108 | 2 | 110 | 112 | -8 | -14 | 7
Cn1c(=O)[nH]c(=O)c2c1nc(CN1CCN(c3ccc(F)cc3)CC1)n2CCCc1ccccc1 | -4 | 105 | -10 | 99 | 106 | -4 | -4 | 0
NC(=O)CSc1nnnn1-c1ccc2c(c1)OCCO2 | 6 | 106 | 12 | 103 | 101 | -6 | 2 | 1
COc1ccc2sc(N(CCCN(C)C)C(=O)c3ccc(S(=O)(=O)N4CCCc5ccccc54)cc3)nc2c1 | -8 | 110 | -17 | 91 | 105 | -9 | -16 | -5
O=C(Nc1ccc(Br)cc1)c1cnccn1 | 12 | 98 | 4 | 88 | 107 | 4 | -5 | 37
CCOC(=O)c1cc(CC)sc1NC(=O)CSc1nc2ccccc2c(=O)n1Cc1ccco1 | 4 | 115 | -14 | 101 | 102 | -10 | 2 | 1
COc1cccc(/C=C/C(=O)OCC(=O)NC(=O)NC2CCCC2)c1 | -8 | 122 | 2 | 103 | 98 | -8 | . | 0
CCCNC(=O)c1ccc2c(c1)nc(C)n2-c1cccc(Cl)c1 | -6 | 93 | 13 | 82 | 99 | 10 | 13 | -6
COc1ccc(N(C(=O)c2snc(C(N)=O)c2N)C(C(=O)NC2CCCC2)c2cc(OC)ccc2OC)cc1 (stereo not given) | 6 | 236*[may fluoresce violet] | -8 | 79[may fluoresce violet] | 54[may fluoresce violet] | 19 | 1 | -2
CC1CCC2(CC1)NC(=O)N(CC(=O)N1CCN(C(=O)c3cccs3)CC1)C2=O (stereo not given) | -4 | 95 | -5 | 95 | 92 | -8 | . | 0
N#Cc1ccc(C(=O)NC23CC4CC(CC(C4)C2)C3)cc1 | -2 | 104 | -17 | 103 | 104 | 8 | -1 | 1
c1ccc(CSC2=NCCS2)cc1 | 8 | 101 | 14 | 109 | 95 | 3 | 5 | 0
Cc1cc(C)n(-c2ccc(C(=O)OCC(=O)Nc3ccc([N+](=O)[O-])cc3)cc2)n1 | -8 | 94 | -15 | 101 | 98 | -2 | 2 | 3
COCCn1c(SCC(=O)NCC2CCCO2)nc2c(c1=O)SCC2 (stereo not given) | 2 | 109 | -8 | 139 | 98 | -4 | 8 | -1
CC1CCCN(CCCN2C(=O)C3C(C(=O)Nc4ccc(Cl)cc4)C4C=CC3(O4)C2C(=O)NC2CCCCC2)C1 (stereo not given) | 4 | 97 | -3 | 94 | 105 | 8 | 6 | 0
O=C(NCCc1ccc(Cl)cc1)c1ccc2c(c1)OCCO2 | -6 | 100 | -5 | 98 | 99 | 4 | -18 | 2
Cc1ccc(NC(=S)Nc2ccc(Cl)c(Cl)c2)c(OC(F)F)c1 | -8 | 99 | -5 | 119 | 98 | 10 | -7 | 7
CC(C)CN(C(=O)CCCOc1ccc(Cl)cc1Cl)c1c(N)n(Cc2ccccc2)c(=O)[nH]c1=O | -4 | 101 | 4 | 103 | 98 | -2 | 3 | 2
CS(=O)(=O)c1ccc(C(=O)OCC(=O)NCc2cccs2)cc1[N+](=O)[O-] | 10 | 101 | . | 98 | 97 | 1 | . | 1
COc1ccc(CCNC2=CC(=O)CC(C)(C)C2)cc1 | -3 | 101 | 14 | 130 | 99 | 3 | 5 | 1
O=C(O)/C=C/C(=O)NNC(=O)c1ccc(Cl)cc1Cl | 4 | 95 | 1 | 98 | 93 | -5 | 7 | 5
CCOC(=O)c1ccc(NC(=O)COc2coc(CN3CCc4ccccc43)cc2=O)cc1 | -6 | 97 | 14 | 103 | 97 | 3 | 9 | 0
COC(=O)c1sc2ncccc2c1OCc1c(Cl)cccc1Cl | -6 | 102 | -6 | 104 | 97 | 7 | -4 | 5
Cc1cccc(C(=O)NCC(=O)OCc2nnc(-c3ccccc3)o2)c1 | 3 | 99 | -3 | 110 | 100 | 11 | 7 | 2
O=S(=O)(Nc1nc2ccccc2nc1Nc1cccc(S(=O)(=O)N2CCCCC2)c1)c1ccccc1 | 4 | 106 | 4 | 101 | 95 | -12 | 37* | -1
CCNC(=O)CC1C(=O)N(c2ccc(C)cc2)C(=O)N1CCOC (stereo not given) | -6 | 104 | 18 | 102 | 104 | 0 | 12 | 0
O=C(Nc1cccnc1)c1ccc(NS(=O)(=O)c2cc([N+](=O)[O-])ccc2Cl)cc1 | 2 | 109 | 2 | 107 | 107 | 3 | -1 | 4
O=c1cc(-c2ccc(O)cc2)oc2c(-c3c(O)cc(O)c4c(=O)cc(-c5ccc(O)cc5)oc34)c(O)cc(O)c12 | 0 | 97 | . | 94 | 101 | 2 | . | -1
O=C1/C(=C/c2cccnc2)SC(=S)N1Nc1ccccc1 | -17 | 106 | -9 | 117 | 102 | -25 | -10 | 21
O=C(/C=C/c1ccccc1)Nn1c(-c2cccs2)nc2ccccc2c1=O | 15 | 100 | -26 | 92 | 106 | 5 | 4 | 12
CC(=O)Nc1cccc(NS(=O)(=O)Cc2ccc(Cl)cc2)c1 | 11 | 102 | -17 | 99 | 100 | -4 | 8 | 0
O=C(C(=O)N1CCN(c2ccccc2Cl)CC1)c1c[nH]c2ccccc12 | 8 | 94 | -14 | 95 | 95 | 7 | 3 | 5
Cc1noc(C)c1C(=O)Nc1ccccc1N1CCCC1 | 6 | 98 | 2 | 111 | 99 | -3 | . | 13
CC(C)(C)C(=O)Nc1nnc(CSCc2ccccc2F)s1 | 0 | 103 | 16 | 107 | 97 | -3 | 13 | 7
COc1ccc(-c2ccccc2NC(=O)C2CCCN(Cc3ccc(C)o3)C2)cc1 (stereo not given) | -2 | 90 | -9 | 73 | 100 | -6 | 0 | 7
CC(C)Cc1nc2oc3c(NCC(C)O)ncnc3c2c2c1CCCC2 (stereo not given) | 9 | 102 | -6 | 117 | 100 | -2 | 7 | 10

Copied from the list:
Under proCasp7 act, O=C(Nc1cccnc1)c1ccc(NS(=O)(=O)c2cc([N+](=O)[O-])ccc2Cl)cc1 reads 3
Under ZTA DNA inh, O=C(/C=C/c1ccccc1)Nn1c(-c2cccs2)nc2ccccc2c1=O reads -26
Under RPL19A-GFP yeast, c1ccc(CSC2=NCCS2)cc1 reads 95
Under EBNA-1 inh, CCOC(=O)c1ccc(NC(=O)COc2coc(CN3CCc4ccccc43)cc2=O)cc1 reads 9
Under AHR activator, O=c1cc(-c2ccc(O)cc2)oc2c(-c3c(O)cc(O)c4c(=O)cc(-c5ccc(O)cc5)oc34)c(O)cc(O)c12 reads -1
Under MEP2-GFP yeast, CC1CCC2(CC1)NC(=O)N(CC(=O)N1CCN(C(=O)c3cccs3)CC1)C2=O (stereo not given) reads 95

Retrieved by compound from above:
SMILES | procasp3 activ | MEP2-GFP yeast | ZTA DNA inh | LAP4-GFP MLPCN | RPL19A-GFP yeast | proCasp7 act | EBNA-1 inh | AHR activator
O=C(NCCc1ccc(Cl)cc1)c1ccc2c(c1)OCCO2 | -6 | 100 | -5 | 98 | 99 | 4 | -18 | 2
O=C(C(=O)N1CCN(c2ccccc2Cl)CC1)c1c[nH]c2ccccc12 | 8 | 94 | -14 | 95 | 95 | 7 | 3 | 5

Carrying on:
SMILES | procasp3 activ | MEP2-GFP yeast | ZTA DNA inh | LAP4-GFP MLPCN | RPL19A-GFP yeast | proCasp7 act | EBNA-1 inh | AHR activator
O=C(c1ccc(O)c(Cl)c1)N1CCN(S(=O)(=O)c2ccccc2)CC1 | 0 | 100 | -3 | 101 | 98 | -5 | -1 | -7
O=C(NCCCn1ccnc1)c1ccc(Br)c(S(=O)(=O)N2CCOCC2)c1 | -2 | 98 | -22 | 96 | 100 | 4 | 0 | 13
c1cc2c(cc1-c1csc(NNC3=NCCCCC3)n1)OCCO2 | -24 | 101 | -1 | 110 | 97 | -21 | 0 | 6
Cn1cccc1C(=O)NCC(c1ccco1)N1CCCCC1 (stereo not given) | -4 | 104 | 12 | 102 | 94 | -10 | 2 | 1
CC1Cc2cc(S(=O)(=O)N3CCCCC3)ccc2N1C(=O)C1CCC1 (stereo not given) | 13 | 95 | 20 | 93 | 103 | 12 | 4 | 0
CCOC(=O)c1ccc(N2C(=O)CC(Sc3nc(O)c(CC)c(=O)[nH]3)C2=O)cc1 (stereo not given) | -13 | 93 | -16 | 96 | 96 | 12 | -13 | 5
O=C1CC(NNc2ccccc2)C(=O)N1c1ccccc1 (stereo not given) | -7 | 92 | 17 | 83 | 101 | -1 | -2 | 7
CCN1C(=O)c2cccc3c(S(=O)(=O)NCc4ccccn4)ccc1c23 | -3 | 96 | -7 | 91 | 105 | 3 | 7 | 11
CCOC(=O)Cc1c(C)nc2c(-c3ccccc3)cnn2c1C | 3 | 98 | 20 | 108 | 90 | 10 | 2 | 54*
Cc1c(C(=O)O)nn(-c2ccccc2)c(=O)c1C#N | -2 | 91 | -7 | 102 | 96 | -1 | 4 | -2
CCc1nc(SCC(=O)N2CC(=O)Nc3ccccc32)c2c(C)c(C)sc2n1 | -1 | 99 | 3 | 101 | 98 | -1 | -14 | 9
CCOc1cccc(/C=N/N2CCN(c3ccc(Cl)cc3)CC2)c1O | -3 | 102 | -2 | 99 | 104 | -6 | 10 | -2
O=C(CCCc1nc2ccccc2s1)N1CCN(c2ccccc2)CC1 | -12 | 107 | -5 | 107 | 100 | -2 | 9 | 13
COC(=O)c1ccc(C(=O)Nc2nnc(-c3cccnc3)o2)cc1 | 2 | 99 | -9 | 96 | 95 | -6 | -5 | 4
